Screens deposited in PubChem by National Center for Advancing Translational Sciences (NCATS).
D2 PAM = positively modulates the human D2 dopamine receptor allosterically. 0.34% of 340,000 active. P14416. HEK293 T-REx D2, calcium flux, EC20 dopamine potentiation. potentiation, % at 10 µM;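 active means potentiation over 3 SD above the plate norm, cut at about 30% in these data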; further: 0% is about no effect
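Using a no-wash calcium dye in inducible, force-coupled HEK293 Trex cells expressing D2, we tracked fluorescence each second for 180 s after compound, then for 180 s after EC20 dopamine to detect augmented signalling.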
Vif-APOBEC3G blk = inhibitors of Vif-APOBEC3G interaction; Q9HC16; HeLa A3G-eYFP + Vif (tagged APOBEC3G with the HIV-1 protein that degrades it), YFP fluorescence, overnight; Potency, µM (series often up to 46.1 µM), without a hit: at the top dose activity, negative = active, usual class: inhibitors; 0.076% of 410,000 active; AID 602310;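 further: potency means the concentration at half of the fitted maximal effect; on the % scale 0 is the no-effect control and ±100 the full control effect; nearly all actives have a fitted effect of over 60% in size; hits raise eYFP signal because A3G escapes Vif-driven loss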
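HeLa cells stably expressing Vif and C-terminally eYFP-tagged A3G, seeded overnight at 37 deg C, then exposed to compound by pintool overnight at 37 deg C. Rise in yellow fluorescence (Ex 488/Em 500-530, Acumen) marks blocked Vif-driven A3G degradation.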
Vif-APOBEC3F blk = blocks the Vif interaction with APOBEC3F. 0.2% of 390,000 active. Potency, µM (highest dose often 46.1 µM), for inactives: top-dose activity, negative = active. HeLa A3F-eYFP + Vif (tagged APOBEC3F with the HIV-1 protein that degrades it), YFP fluorescence increase. AID 602313; further: potency means the concentration at half of the fitted maximal effect; % of control where 0% means no effect; nearly all actives have a fitted effect of over 65% in size
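HeLa cells stably expressing A3F-eYFP plus Vif, plated and incubated overnight at 37 deg C, then exposed to compounds overnight at 37 deg C. Blocked degradation read as raised yellow fluorescence (Ex 488/Em 500-530).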
D1 ag = activates the human D1 dopamine receptor. 1% of 360,000 active. AID 504660. HEK293 T-REx D1 cells, calcium flux, agonist mode. activation, % at 2 µM. P21728; in the data active means activation above about 30%; further: 0% is about no effect
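Agonism was scored from calcium flux recorded over 180 s (1 read/s) after pintool compound addition, following a 10-cycle baseline. Cells were inducible force-coupled HEK293 TREx D1, plated overnight at 30 C and loaded with no-wash calcium dye.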
RXFP1 agonist = activates the human relaxin receptor RXFP1. Q9HBX9. HEK293T-RXFP1 cAMP TR-FRET, 30 min; response scale: percent of porcine relaxin response, buffer zero. Potency, µM (highest dose often 57.5 µM), for inactives: top-dose activation, most hits filed as activators. 0.3% of 370,000 active. AID 2676; further: potency means the concentration at half of the fitted maximal effect; on the % scale 0 is the no-effect control and ±100 the full control effect; nearly all actives have a fitted effect of over 60% in size; many of its hits are not listed in these tables
Target sequence (Q9HBX9 whole entry, looked up): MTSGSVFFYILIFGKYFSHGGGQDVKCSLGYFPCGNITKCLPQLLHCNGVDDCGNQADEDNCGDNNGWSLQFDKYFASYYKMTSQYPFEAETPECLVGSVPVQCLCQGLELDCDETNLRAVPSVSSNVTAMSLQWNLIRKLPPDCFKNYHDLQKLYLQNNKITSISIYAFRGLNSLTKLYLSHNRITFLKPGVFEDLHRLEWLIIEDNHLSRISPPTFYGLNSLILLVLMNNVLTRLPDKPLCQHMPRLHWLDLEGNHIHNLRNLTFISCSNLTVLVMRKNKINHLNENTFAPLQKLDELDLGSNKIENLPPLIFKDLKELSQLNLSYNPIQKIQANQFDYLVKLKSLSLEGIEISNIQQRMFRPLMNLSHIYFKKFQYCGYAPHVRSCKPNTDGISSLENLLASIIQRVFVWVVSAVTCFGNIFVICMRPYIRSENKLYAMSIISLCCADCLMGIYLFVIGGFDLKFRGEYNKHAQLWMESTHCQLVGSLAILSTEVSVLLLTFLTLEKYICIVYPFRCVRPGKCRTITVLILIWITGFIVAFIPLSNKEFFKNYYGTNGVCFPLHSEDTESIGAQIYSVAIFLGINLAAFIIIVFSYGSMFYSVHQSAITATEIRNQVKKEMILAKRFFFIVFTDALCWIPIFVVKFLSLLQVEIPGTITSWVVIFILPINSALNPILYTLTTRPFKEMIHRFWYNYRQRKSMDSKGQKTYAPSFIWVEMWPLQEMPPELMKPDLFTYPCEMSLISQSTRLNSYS
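Agonist response is measured as cAMP accumulation in an RXFP1-transfected HEK293T line under PDE4 inhibition. Values are scaled between buffer-only and 29 nM porcine relaxin, and EC50s come from standard Hill equation fits.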
LDHA inh = blocks human lactate dehydrogenase A. P00338. purified LDHA, NADH/diaphorase-resazurin fluorescence; hits give low values. activity change, % (values are at about 110 or 230 µM). 0.15% of 480,000 active; in the data active means activity change below about -30%; inconclusive means mostly about -25% to -30%;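 further: plate controls were DMSO wells for no effect and wells without enzyme for full effect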
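Remaining NADH was detected by diaphorase (0.133 mg/mL) converting 37 µM resazurin to fluorescent resorufin, read at 0 and 20 minutes. The preceding 5-minute room-temperature reaction used 2 nM LDHA, 0.2 mM sodium pyruvate and 0.06 mM NADH at pH 7.4.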
D1 potentiator = potentiators of human D1 dopamine receptor; HEK293 TREx D1 cells, calcium flux, dopamine EC20 potentiation; potentiation, % at 10 µM; 0.036% of 360,000 active; in the data active means potentiation above about 30%; further: 0% is about no effect
GRP78 ERSR act = induces the endoplasmic reticulum stress response in human glioma cells | Potency, µM, for the others: at the top dose activation, most hits filed as activators | U87-MG GRP78 promoter luciferase reporter, 16 h | 0.02% of 420,000 active; further: potency means the concentration at half of the fitted maximal effect; series mostly up to about 76 µM; % of control where 0% means no effect; nearly all actives have a fitted effect of over 35% in size
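Stably transfected U87-MG human glioma cells carrying a GRP78-based luminescent sensor were seeded at 1000 cells/well, pin-dosed with compounds and incubated 16 h. Luciferase reagent was then added, and end-point luminescence was read after 10 min at room temperature.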
D1 antag = blocks dopamine activation of the human D1 receptor; P21728; HEK293 TREx D1 cells, calcium flux, dopamine EC80; hits give low values; activity change, negative = inhibition, % at 10 µM; 3.2% of 360,000 active; AID 504652; in the data active means activity change below about -30%; further: on the % scale 0 is the no-effect control and ±100 the full control effect
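Inducible Hek293 Trex D1 cells (tetracycline, overnight, 30 C). Calcium dye 30–90 min RT. Antagonist mode: EC80 dopamine added after 180 s compound read.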
Numbers without * were called inactive; ? = inconclusive; / = not tested or not shown; & = joins results of further samples; ! = repeats disagree. Unless noted, the call rests on the fitted dose curve; in most records, active means well fitted curve in the direction sought with a large enough effect; inconclusive means small, poorly fitted or top-dose-only effect, or another doubt; inactive means no such curve, though single readings can be large; an effect the other way counts as inactive or inconclusive. Not all compounds are listed; rates above refer to the full screens.

SMILES	D2 PAM	Vif-APOBEC3G blk	Vif-APOBEC3F blk	D1 ag	RXFP1 agonist	LDHA inh	D1 potentiator	GRP78 ERSR act	D1 antag
CCn1c2ccccc2c2nnc(SCc3ccccc3)nc21	16	-2%	6%	8	12%	1	0	8%	-28
CCCN(CC(=O)Nc1ccc(F)c(F)c1F)C(=O)CCc1nc2ccccc2c(=O)[nH]1	4	0%	-4%	-1	1.6%	-3	-5	-2%	-4
Cc1oc(-c2cccs2)nc1CS(=O)CC(=O)NCCCN1CC(C)CC(C)C1 (stereo not drawn)	-6	1%	3%	4	3.8%	-1	/	-2%	4
CCOc1ccc(C(=O)N2CCN(c3ccccc3)CC2)cc1	4	0%	-7%	0	-1.5%	-8	-4	10%	-5
Cc1ccc(C2(C)NC(=O)N(CC(=O)N3CCN(S(=O)(=O)c4cccc([N+](=O)[O-])c4)CC3)C2=O)cc1 (stereo not drawn)	/	2%	-3%	/	/	-6	/	-1%	/
COc1cccc(NC(=O)Cn2c(=O)n(C)c(=O)c3sc4c(c32)COC(C)(C)C4)c1	-11	1%	6%	1	-1.0%	-10	-3	-2%	-9
NC(=O)c1ccsc1NC(=O)CCS(=O)(=O)c1ccc(F)cc1	-7	-2%	5%	6	0.4%	-1	-4	-4%	-1
Cc1cc2[nH]c3c(=O)n(Cc4ccccc4F)ncc3c2s1	/	/	/	0&0	/	-1&-8	-4&1	/	-72*!
Cc1ccc(S(=O)(=O)N(C)C)cc1NC(=O)C1CCN(C(=O)Nc2ccccc2)CC1	-29	-6%	?	2	0.2%	-11	-6	-1%	-34*
COc1ccc(C(=O)CSc2nnc(-c3cc(C)on3)o2)cc1	12	0%	1%	3	12%	-4	-1	2%	-11
CCOC(=O)CSc1nnnn1-c1cccc2ccccc12	/	1%	-3%	16	-0.1%	-5	-7	-5%	4
O=C(Nc1ccc2nn(-c3ccccc3)nc2c1)c1ccc2c(c1)OCO2	3	-13%	1%	1	0.0%	0	-4	-3%	-25
CCCCSc1nc2ccccc2n1CC(=O)O	-1	0%	4%	3	1.0%	-9	3	0%	10
O=C(CCNc1ccc(F)cc1)c1cc2ccccc2o1	-2	-20%	-3%	2	0.3%	5&-6	-4	-12%	-6
CC(=O)c1nn(-c2ccccc2)cc1C(=O)c1cccc(Br)c1	-14	1%	2%	5	4.4%	-7	-4	3%	-20
O=C(Nc1nnc(-c2ccco2)o1)C1CCCCC1	-11	0%	-2%	2	0.7%	-2	1	0%	-3
O=C(c1ccccc1)N1CCN(C2CC(=O)N(CCc3ccccc3)C2=O)CC1 (stereo not drawn)	8	0%	-8%	5	-0.2%	-2	-3	-3%	-2
COc1ccc(OC)c(N(CC(=O)Nc2cccnc2)S(=O)(=O)c2ccccc2)c1	-8	1%	-2%	0	2.7%	-2	-4	-7%	-7
CC(C)NC(=O)N(C)C[C@H]1Oc2ccc(NC(=O)Cc3ccccc3)cc2C(=O)N([C@H](C)CO)C[C@@H]1C	/	-5%	-1%	/	/	0	/	-3%	/
O=C(COc1cccc2cccnc12)N1CCc2ccccc21	6	1%	-4%	1	1.1%	-11	2	7%	-2
CC(=O)c1c(-c2ccccc2)[nH]c2ccccc12	-9	?	7%	5	0.0%	-7	-7	-1%	-17
CN(C)C(CNS(=O)(=O)c1ccc2ccccc2c1)c1ccccc1 (stereo not drawn)	-11	3%	-5%	17	3.1%	-1	-3	-2%	-4
COc1ccc(NC2CCCN(C(=O)CCC(=O)c3ccc(F)cc3)C2)cc1 (stereo not drawn)	3	1%	-9%	2	-2.3%	13	0	2%	-8
CCOC(=O)C(C)Oc1cccc2c(=O)n(CC(=O)NCCc3ccc(OC)c(OC)c3)ccc12 (stereo not drawn)	-1	-3%	13%	-4	-1.1%	-4	-2	0%	-4
CC(Sc1nc2c([nH]c3ccccc32)c(=O)n1-c1ccccc1)c1ccccc1 (stereo not drawn)	3	-19%	-9%	0	2.2%	-1	2	10%	1
CCn1cc(S(=O)(=O)NC(C)c2cc(OC)ccc2OC)cn1 (stereo not drawn)	6	3%	-15%	3	0.4%	1	3	-5%	4
CC#CC(=O)N1CCC(n2nccc2NC(=O)CCc2ccccc2)CC1	/	3%	-11%	/	/	-1	/	-4%	/
CC(C)OC(=O)/C(=C\c1ccc2c(c1)c1ccccc1n2C)NC(=O)c1ccccc1	/	-8%	-1%	/	4.0%	-7	/	0%	/
COc1cccc(NC(=O)C2CCCN(c3ncnc4onc(C)c34)C2)c1 (stereo not drawn)	6	4%	1%	10	-0.9%	-2	-2	-2%	-11
CC(=O)C1C(=O)c2c(cccc2[N+](=O)[O-])C1=Nc1cccc(Cl)c1 (stereo not drawn)	0	-2%	-34%	-1	3.8%	5	-4	-4%	-14

3 compounds from above, showing only D2 PAM.
canonical_smiles | D2 PAM
CCCCSc1nc2ccccc2n1CC(=O)O | -1
O=C(COc1cccc2cccnc12)N1CCc2ccccc21 | 6
COc1ccc(C(=O)CSc2nnc(-c3cc(C)on3)o2)cc1 | 12

Continued:
SMILES	D2 PAM	Vif-APOBEC3G blk	Vif-APOBEC3F blk	D1 ag	RXFP1 agonist	LDHA inh	D1 potentiator	GRP78 ERSR act	D1 antag
CC(C)(C)c1ccc(C(=O)NCCNC(=O)c2ccco2)cc1	1	-5%	-5%	1	0.3%	-1	-1	2%	2
COc1ccc(OC)c(C2C(C(C)=O)=C(O)C(=O)N2CCC(=O)O)c1 (stereo not drawn)	-7	1%	1%	1	2.0%	1	-4	-2%	7
CCC(C)NS(=O)(=O)c1ccc(NC(=O)C(Sc2ccccc2)c2ccccc2)cc1 (stereo not drawn)	1	1%	0%	7	0.0%	-4	4	-2%	9
CCOc1ccccc1NC(=O)C(C)n1nnc2sc3c(c2c1=O)CCCC3 (stereo not drawn)	0	/	/	1	0.1%	0	5	/	-3
O=C(NCC(c1cccnc1)N1CCOCC1)C(=O)Nc1ccc(Cl)cc1 (stereo not drawn)	5	1%	4%	2	-3.4%	-1	0	-1%	-2
O=C(COC(=O)c1cc([N+](=O)[O-])ccc1Cl)NC1CCCC1	-8	0%	-3%	0	0.9%	-2	-5	2%	-2
CC1CCC(NC(=O)c2cc3c(s2)CS(=O)(=O)C3)CC1 (stereo not drawn)	11	-1%	3%	-1	1.9%	0	1	3%	13
C/C(CC(=O)NCc1ccco1)=N\NC(=O)Cc1ccccc1	3	-3%	0%	2	1.3%	-1	-2	3%	-7
Cc1cccc(OCC(=O)NCc2ccc(F)cc2)c1	3	3%	0%	2	-1.5%	-9	-2	2%	-27
CC(C)C[C@@H](CO)NC(=O)CC[C@H](NC(=O)OC(C)(C)C)C(=O)N(Cc1ccccc1)Cc1ccccc1	/	-5%	1%	/	/	0	/	-5%	/
CCOC(=O)C1C(c2ccc(O)c(OC)c2)NC(=O)NC1(O)C(F)(F)F (stereo not drawn)	13	3%	-6%	2	-0.8%	-1	-5	-2%	17
CC(/C=N/Nc1nc(N2CCCCC2)nc(N2CCCCC2)n1)=C\c1ccccc1	-4	-2%	-12%	4	-4.4%	3	-5	-2%	-18
COC1CCCN(C(=O)c2ccc(OC3CCN(S(=O)(=O)N(C)C)CC3)cc2)C1 (stereo not drawn)	12	0%	-3%	6	-2.1%	-4	0	-3%	-2
CN(C)C(=O)c1cc(C(=O)c2ccc(F)cc2C(F)(F)F)c[nH]1	16	0%	4%	12	-3.9%	-9	2	-4%	-10
COc1ccc2sc(-c3ccc(N(C)C)cc3)c(-c3cnc(OC)nc3)c2c1	8	-1%	-1%	5	4.1%	0	7	2%	/
CCOC(=O)C1C(C(=O)OCC)C1(c1ccccc1)c1ccccc1 (stereo not drawn)	13	-3%	-5%	5	-0.9%	6	-1	-4%	2
CCC(Nc1ccc(-c2nc(-c3cccnc3)no2)cc1[N+](=O)[O-])c1ccccc1 (stereo not drawn)	1	3%	0%	0	3.3%	-5	3	1%	-4
COc1ccc(Nc2c(-c3ccc(Cl)cc3)nc3cnccn23)cc1OC	19	-11%	-3%	-1	-2.5%	-6	0	0%	5
CCOc1ccc(NC(=O)CC2C(=O)N(c3ccc(OC)cc3)C(=O)N2CCc2cccs2)cc1 (stereo not drawn)	-1	-8%	4%	0	1.3%	-3	0	-4%	4
Cc1nn(CCC#N)c(C)c1Oc1ccccc1O	-1	-12%	3%	4	0.0%	-5	-4	-1%	-11
CCN(CC(=O)Nc1ccc2c(c1)OCCO2)C(=O)COc1cc(C)ccc1Cl	1	-4%	-8%	0	1.0%	-3	12	0%	-20
Cc1ccsc1/C=C1\CCc2ccccc2C1=O	-6	1%	-4%	2	0.2%	8	1	-13%	3
Cc1cccc(C)c1NC(=O)C(=O)NCCCN1CCOCC1	/	-11%	2%	5	0.9%	-2	-6	-4%	3
O=C(O)c1cc([N+](=O)[O-])ccc1NCc1ccccc1Cl	-1	1%	-4%	0	0.9%	5	0	-2%	-8
CCOC(=O)c1c(C)n(CC(O)CN(CC)CC)c2cc(Br)c(OC)cc12 (stereo not drawn)	3	0%	1%	3	-3.8%	-2	0	-5%	23
O=C(/C=C/c1cccc(Br)c1)NC1CCN(Cc2ccccc2)CC1	-25	1%	1%	9	-1.3%	-9	-6	-10%	-4
O=C(Cc1ccccc1)Nc1cccnc1	11	-3%	-2%	7	0.2%	-5	-9	0%	3
CCOc1ccc(C(=O)Nc2c(C(N)=O)oc3ccccc23)cc1	-2	-8%	-1%	-1	-0.2%	-11	-3	2%	12
C[C@@H]1CN([C@@H](C)CO)C(=O)c2ccccc2-c2ccccc2CO[C@@H]1CN(C)S(=O)(=O)c1ccc(C(F)(F)F)cc1	/	-3%	0%	/	/	-3	/	0%	/
